SNCA viab count = cell viability loss counter-screen; HEK-293-SNCA-luc viability, GF-AFC fluorescence, 24 h; Potency, µM (top dose mostly 57.1 µM), without a hit: top-dose activity change, negative = cytotoxicity, hits mostly cytotoxic; hit rate 0.12% among 150,000;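 also: potency is read from the fitted curve at half-maximal effect; 0% = DMSO-treated cells and -100% = medium-only wells without cells; nearly all actives have a fitted effect of over 30% in size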
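HEK-293-SNCA-luc cells (1500/well) plated 24 h, then exposed 24 h to a dilution series; GF-AFC added 30 min at 37C, fluorescence 405/540 nm; normalised to medium-only and DMSO wells, Hill fit.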
IP6K1 inh = IP6K1 kinase inhibition; Q92551; IP6K1 kinase, ADP-Glo luminescence, 2 h; active compounds read low; AID 1645851; activity change, % (series mostly up to about 58 µM); hit rate 0.81% among 140,000; in the data active = activity change below about -25%
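ADP-Glo luminescence measures ADP made by human IP6K1 during a 2 h RT reaction with ATP/IP6 (mix at 1.3 mM/130 uM); top library doses 57.5 and 19.1 uM final.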
FLuc inh = Photinus pyralis luciferase inhibition | P08659 | purified P. pyralis luciferase, luminescence, biochemical | Potency, µM (top dose mostly 115 µM), without a hit: at the top dose activity change, negative = inhibition, usual class: inhibitors | hit rate 2.5% among 76,000; also: potency is read from the fitted curve at half-maximal effect; nearly all actives have a fitted effect of over 65% in size
Target sequence (P08659 whole entry, looked up): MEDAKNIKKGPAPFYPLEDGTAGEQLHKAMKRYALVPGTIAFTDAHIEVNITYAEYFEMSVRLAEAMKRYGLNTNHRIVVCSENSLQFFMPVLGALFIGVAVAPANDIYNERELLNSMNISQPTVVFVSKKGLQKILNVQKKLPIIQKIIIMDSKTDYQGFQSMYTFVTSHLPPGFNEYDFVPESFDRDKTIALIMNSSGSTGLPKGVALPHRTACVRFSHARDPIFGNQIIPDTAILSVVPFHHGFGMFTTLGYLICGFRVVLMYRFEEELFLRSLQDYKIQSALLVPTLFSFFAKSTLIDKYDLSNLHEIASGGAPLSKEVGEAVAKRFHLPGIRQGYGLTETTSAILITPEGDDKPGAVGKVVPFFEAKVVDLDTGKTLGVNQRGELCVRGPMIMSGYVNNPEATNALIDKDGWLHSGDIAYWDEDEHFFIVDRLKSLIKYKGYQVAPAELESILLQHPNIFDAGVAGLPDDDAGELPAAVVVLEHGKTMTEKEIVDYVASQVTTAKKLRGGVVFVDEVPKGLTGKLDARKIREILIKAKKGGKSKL
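Luminescence read by CCD imaging after purified firefly luciferase (10nM final) was added to substrate buffer holding 10uM D-luciferin and 10uM ATP, pH 7.5, pre-dosed with compound.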
HEK cytotox = kills HEK 293 cells | Potency, µM (titrated, usually from 115 µM), for the others: at the top dose activity change, negative = cytotoxicity, usual class: inhibitors | hit rate 6.6% among 94,000 | AID 1345083 | HEK 293 viability, ATP luminescence (CellTiter-Glo), 48-72 h; also: potency is read from the fitted curve at half-maximal effect; nearly all actives have a fitted effect of over 60% in size
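Viability of HEK 293 cells, plated at 250 cells/well, was judged by cellular ATP after compound treatment for 48 or 72 hr. Luminescence was imaged 10 min after CellTiter-Glo addition at room temperature.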
3T3 cytotox = NIH 3T3 cell cytotoxicity; NIH 3T3 viability, CellTiter-Glo ATP luminescence, 48-72 h; Potency, µM (top dose mostly 96.7 µM), for the others: top-dose activity change, negative = cytotoxicity, usual class: inhibitors; hit rate 4.3% among 94,000; AID 1345082; also: potency is read from the fitted curve at half-maximal effect; nearly all actives have a fitted effect of over 55% in size
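Mouse fibroblast NIH 3T3 cells, 400 per well, received compound via pintool and were incubated for 48 or 72 hr prior to CellTiter-Glo ATP luminescence measurement.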
GPT2 inh = blocks human glutamate pyruvate transaminase 2. Q8TD30. Recombinant GPT2, coupled pyruvate oxidase/HRP Amplex Red fluorescence. Potency, µM (titrated, usually from 57.7 µM), inactives show at the top dose activity change, negative = inhibition, actives largely listed as inhibitors. hit rate 0.25% among 100,000; also: potency is read from the fitted curve at half-maximal effect; nearly all actives have a fitted effect of over 60% in size; many of its hits are not listed in these tables
Target sequence (Q8TD30 whole entry, looked up): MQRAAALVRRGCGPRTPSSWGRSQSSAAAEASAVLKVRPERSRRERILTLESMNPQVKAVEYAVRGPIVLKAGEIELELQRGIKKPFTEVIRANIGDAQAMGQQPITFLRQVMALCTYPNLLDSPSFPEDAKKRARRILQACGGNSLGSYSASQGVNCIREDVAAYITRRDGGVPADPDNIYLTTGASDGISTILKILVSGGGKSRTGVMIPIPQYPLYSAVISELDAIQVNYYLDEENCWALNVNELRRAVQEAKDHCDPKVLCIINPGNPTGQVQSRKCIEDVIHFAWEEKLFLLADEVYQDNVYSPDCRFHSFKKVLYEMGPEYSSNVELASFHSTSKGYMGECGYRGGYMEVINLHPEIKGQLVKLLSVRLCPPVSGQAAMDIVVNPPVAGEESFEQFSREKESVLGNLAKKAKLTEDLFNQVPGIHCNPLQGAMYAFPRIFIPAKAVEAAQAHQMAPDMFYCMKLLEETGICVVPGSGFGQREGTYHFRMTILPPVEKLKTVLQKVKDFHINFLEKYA
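Recombinant GPT2 (10ng/uL) with 250uM a-KG and 2mM L-alanine, 30 min at room temperature, in HEPES pH 7.5 buffer. Pyruvate detected by pyruvate oxidase/HRP/Amplex Red fluorescence after 30 min in the dark; AOA (50uM) as positive control.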
SNCA expr inh = reduces expression of the alpha-synuclein gene; Potency, µM (highest dose often 57.2 µM), without a hit: at the highest dose activity change, negative = inhibition, usual class: inhibitors; hit rate 0.17% among 140,000; HEK-293 SNCA-luciferase knock-in, luminescence, 24 h;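 also: potency is read from the fitted curve at half-maximal effect; plate controls were DMSO cells for no effect and cell-free wells for full effect; nearly all actives have a fitted effect of over 45% in size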
Numbers without * were called inactive; [ ] = dose if it differs, or a comment. Unless noted, calls follow the shape of the dose curve; as a rule, active = well fitted curve in the direction sought with a large enough effect; inconclusive = small, poorly fitted or top-dose-only effect, or another doubt; inactive = no such curve, though single readings can be large; an effect the other way counts as inactive or inconclusive. Unless noted, % is scaled to controls: 0 for no effect and ±100 for the full control effect. An excerpt; count on the stated rates, not on these rows.

Preview (two entries):
What do the screens show for `COc1ccc(C(=O)N2CC(Oc3ccc(-c4nc(-c5ccccc5)no4)cc3)C2)cc1`?
SNCA viab count: 7.0%; IP6K1 inh: 9.8; FLuc inh: -16.5%; HEK cytotox: 5.2%; 3T3 cytotox: 4.9%; GPT2 inh: -8.1%; SNCA expr inh: -1.1%

How did O=C(c1cccnc1)N1CCC2(CC1)C(=O)NN=C2c1cccnc1 do in these assays?
SNCA viab count: 8.2%; IP6K1 inh: 11.5; FLuc inh: -4.5%; HEK cytotox: inconclusive; 3T3 cytotox: -20.9%; GPT2 inh: 1.9%; SNCA expr inh: -7.8%[87.6 µM]

Results, previewed entries included:
What do the screens show for `COc1ccc(C(=O)N2CC(Oc3ccc(-c4nc(-c5ccccc5)no4)cc3)C2)cc1`?
SNCA viab count: 7.0%; IP6K1 inh: 9.8; FLuc inh: -16.5%; HEK cytotox: 5.2%; 3T3 cytotox: 4.9%; GPT2 inh: -8.1%; SNCA expr inh: -1.1%

How did O=C(c1cccnc1)N1CCC2(CC1)C(=O)NN=C2c1cccnc1 do in these assays?
SNCA viab count: 8.2%; IP6K1 inh: 11.5; FLuc inh: -4.5%; HEK cytotox: inconclusive; 3T3 cytotox: -20.9%; GPT2 inh: 1.9%; SNCA expr inh: -7.8%[87.6 µM]

How did Cc1nc2c(c(N(C)Cc3noc(C4CCCC4)n3)n1)CCNCC2 do in these assays?
SNCA viab count: -2.9%; IP6K1 inh: 4.0; FLuc inh: 6.2%; HEK cytotox: 1.9%; 3T3 cytotox: 2.2%; GPT2 inh: inactive; SNCA expr inh: 7.2%

What do the screens show for `O=C(c1cccn1-c1nnc(N2CCCC2)s1)N1CCN(c2ccc(F)cc2)CC1`?
SNCA viab count: -8.1%; IP6K1 inh: 30.1; SNCA expr inh: 28.2%

How did Cc1nc(NCCC2CCOC2)c2c(C)nn(C)c2n1 (stereo not drawn) do in these assays?
SNCA viab count: -2.0%; IP6K1 inh: 11.8; FLuc inh: 0.0%; HEK cytotox: -17.2%; 3T3 cytotox: -8.6%; GPT2 inh: inconclusive; SNCA expr inh: inconclusive

What do the screens show for `CCO/C([O-])=N/c1c[n+](N2CCOCC2)no1`?
SNCA viab count: 9.7%; IP6K1 inh: 1.2; GPT2 inh: 3.9%; SNCA expr inh: 6.5%

How did COC(=O)c1ccccc1NC(=O)N1CCc2c(sc3c2CCCC3)C1c1ccc(F)cc1 (stereo not drawn) do in these assays?
SNCA viab count: 4.0%; IP6K1 inh: 25.0; SNCA expr inh: -3.8%

How did N#Cc1cccnc1-c1ccc(C(=O)N2CCC(NC(=O)c3ccc(Cl)nc3)CC2)cc1 do in these assays?
SNCA viab count: 3.1%[12.5 µM]; IP6K1 inh: 2.9; HEK cytotox: inconclusive; 3T3 cytotox: inconclusive; GPT2 inh: 3.8%; SNCA expr inh: -9.9%

How did COCC1CN(C(=O)NCCc2ccccc2)CC12CCNCC2 (stereo not drawn) do in these assays?
SNCA viab count: inconclusive; IP6K1 inh: 11.6; FLuc inh: -1.9%; HEK cytotox: -0.4%; 3T3 cytotox: 1.4%; GPT2 inh: inactive; SNCA expr inh: -5.5%

What do the screens show for `COc1ccc(C(=O)Nc2ccc(C(=O)OCc3cc(=O)n4nc(C(C)C)sc4n3)cc2)cc1`?
SNCA viab count: 9.7%; IP6K1 inh: 5.0; SNCA expr inh: 51.3%[activator]

What do the screens show for `Cn1cnnc1SCC(=O)Nc1ccc(C#N)cc1`?
SNCA viab count: 6.9%; IP6K1 inh: -10.0; SNCA expr inh: -21.5%

What do the screens show for `Cc1cc(C)cc(-c2ccc(CN3CCCC(NC(=O)N(C)C)C3)cc2)c1` (stereo not drawn)?
SNCA viab count: -6.1%; IP6K1 inh: -9.3; HEK cytotox: 31.6µM*; 3T3 cytotox: inconclusive; GPT2 inh: -10.8%; SNCA expr inh: 3.1%

What do the screens show for `CCc1nc(-c2c3n(c(=O)n(CC(=O)Nc4cccc(Cl)c4)c2=O)CCCCC3)no1`?
SNCA viab count: -5.8%; IP6K1 inh: 30.1; FLuc inh: -5.8%; HEK cytotox: 5.9%; 3T3 cytotox: -17.7%; GPT2 inh: inactive; SNCA expr inh: -2.1%

What do the screens show for `CCCCNC(=O)C1CCN(Cc2nc(-c3ccc(OC)c(OC)c3)oc2C)CC1`?
SNCA viab count: 20.8%; IP6K1 inh: 2.3; SNCA expr inh: -2.2%

Results for Clc1ccc2c(c1)NC(c1ccncc1)=NC(c1cccs1)=N2 ?
SNCA viab count: 7.2%; IP6K1 inh: -2.8; SNCA expr inh: 100.2%[activator]

What do the screens show for `CCOc1ccc(CN2CCOc3ccc(C(=O)NCc4ccccc4F)cc3C2)cc1`?
SNCA viab count: -29.1%; IP6K1 inh: 27.8; FLuc inh: 8.7%; HEK cytotox: 39.8µM*; 3T3 cytotox: inconclusive; GPT2 inh: inactive; SNCA expr inh: -18.8%

What do the screens show for `COCCNC(=O)CCC(=O)NNc1nc2ccccc2c2nc(C)nn12`?
SNCA viab count: 24.6%; IP6K1 inh: -15.8; SNCA expr inh: 1.7%

Results for CCC1(CO)CCCN(S(=O)(=O)c2ccc3c(c2)OCCO3)C1 (stereo not drawn) ?
SNCA viab count: -11.8%; IP6K1 inh: -6.4; FLuc inh: 8.8%; HEK cytotox: -5.3%; 3T3 cytotox: -12.8%; GPT2 inh: inconclusive; SNCA expr inh: 4.0%

What do the screens show for `O=C(Cn1ncc2ccsc2c1=O)N1CCN(c2ccccc2F)CC1`?
SNCA viab count: 5.1%; IP6K1 inh: 8.5; SNCA expr inh: 10.7%

Results for Cc1ccc(C)c(Cn2c3ccccc3c3cnn(CC(=O)NCc4ccccc4)c(=O)c32)c1 ?
SNCA viab count: -10.5%; IP6K1 inh: 25.2; SNCA expr inh: 20.1%

Results for CN(C1CCOCC1)C1CCN(C(=O)c2ccccc2Cl)CC1 ?
SNCA viab count: 1.3%; IP6K1 inh: 3.7; FLuc inh: -2.9%; HEK cytotox: 5.0%; 3T3 cytotox: -5.3%; GPT2 inh: 0.5%; SNCA expr inh: 2.3%

How did Cc1cnc(C2CCOCC2)n1CC1CCN(S(=O)(=O)c2cccnc2)CC1 do in these assays?
SNCA viab count: 19.0%; IP6K1 inh: -1.2; FLuc inh: -8.1%; HEK cytotox: -7.5%; 3T3 cytotox: -8.4%; GPT2 inh: inactive; SNCA expr inh: 7.9%

What do the screens show for `CCc1nc(-c2c3n(c(=O)n(Cc4ccc(OC)cc4)c2=O)CCCC3)no1`?
SNCA viab count: -2.5%; IP6K1 inh: -2.9; FLuc inh: 3.9%; HEK cytotox: -17.8%; 3T3 cytotox: -13.0%; GPT2 inh: inactive; SNCA expr inh: 5.4%

Results for Cc1ccc(CN(C(=O)COc2cccc(Cl)c2)c2ccccn2)o1 ?
SNCA viab count: 0.3%; IP6K1 inh: 4.5; SNCA expr inh: 31.1%

Results for Cc1cccc(C(=O)NCCC2CCN(C(=O)Nc3cc(F)ccc3F)CC2)c1 ?
SNCA viab count: -0.9%; IP6K1 inh: 12.5; FLuc inh: -30.5%; HEK cytotox: -5.8%; 3T3 cytotox: -14.4%; GPT2 inh: -2.6%; SNCA expr inh: 36.8%[activator]

How did CCCc1cc(C(=O)N2CCC(=O)N(CC3CC3)C(C(C)C)C2)n[nH]1 (stereo not drawn) do in these assays?
SNCA viab count: -5.7%; IP6K1 inh: 10.5; FLuc inh: 2.2%; HEK cytotox: inactive; 3T3 cytotox: inactive; GPT2 inh: inconclusive; SNCA expr inh: 10.5%

How did Cc1nc2cc(-c3ccccc3)nn2c(C)c1CCC(=O)Nc1ccc(F)cc1F do in these assays?
SNCA viab count: -11.6%; IP6K1 inh: -21.9; SNCA expr inh: inconclusive

How did O=S(=O)(NC[C@H]1OC[C@@H](NCc2cccs2)[C@@H]1O)c1ccccc1 do in these assays?
SNCA viab count: 0.4%[87.6 µM]; IP6K1 inh: 4.5; FLuc inh: 4.2%[172 µM]; HEK cytotox: -16.7%[172 µM]; 3T3 cytotox: -13.2%[174 µM]; GPT2 inh: 1.7%[88.5 µM]; SNCA expr inh: -7.2%[87.6 µM]

Results for Cc1ccc(C)c(CN2C(=O)CSc3ccc(C(=O)NCCc4ccc(Cl)cc4)cc32)c1 ?
SNCA viab count: 11.3%; IP6K1 inh: 1.9; SNCA expr inh: -14.1%

How did COc1ccc(C)cc1NC(=O)C1CCN(c2cnc3nc(C)c(C)nc3c2)CC1 do in these assays?
SNCA viab count: -1.0%; IP6K1 inh: -4.8; FLuc inh: inconclusive; HEK cytotox: inconclusive; 3T3 cytotox: -15.1%; GPT2 inh: inactive; SNCA expr inh: 60.7%[activator]

What do the screens show for `Cc1noc(C)c1-c1cc2cc(C(C)C)oc2c(-c2ccc(CO)cc2)n1`?
SNCA viab count: -21.5%[87.6 µM]; IP6K1 inh: -8.4; FLuc inh: -18.1%[172 µM]; HEK cytotox: inconclusive; 3T3 cytotox: inconclusive; GPT2 inh: -23.1%[88.5 µM]; SNCA expr inh: 6.2%[87.6 µM]

Results for C[S+](=O)([O-])c1ccc(-c2nnc3ccc(C(=O)NCc4ccccc4)cn23)cc1 ?
SNCA viab count: 5.3%; IP6K1 inh: 13.4; HEK cytotox: -6.0%; 3T3 cytotox: -24.0%; GPT2 inh: -9.6%; SNCA expr inh: -7.8%

How did COC[C@H]1CCCN1Cc1nc(C2(O)CCN(Cc3ccc(OC)cc3)CC2)cs1 do in these assays?
SNCA viab count: -8.9%[87.6 µM]; IP6K1 inh: -0.3; FLuc inh: -3.6%[172 µM]; HEK cytotox: inconclusive; 3T3 cytotox: -25.3%[174 µM]; GPT2 inh: inactive; SNCA expr inh: 1.7%[87.6 µM]

Results for Cc1c(Cl)cccc1NC(=O)CN(CCc1ccccc1)S(=O)(=O)c1ccccc1 ?
SNCA viab count: -1.2%; IP6K1 inh: 24.6; SNCA expr inh: -28.1%

What do the screens show for `O=C(c1ccc(C(F)(F)F)cc1)N1CCCN(c2ccc3nnc(C4CC4)n3n2)CC1`?
IP6K1 inh: 16.8; HEK cytotox: -7.2%; 3T3 cytotox: -29.8%

How did CC(=O)c1c(C)nn(CC(=O)N2CCOC(C(=O)O)C2)c1C (stereo not drawn) do in these assays?
SNCA viab count: 10.6%; IP6K1 inh: 8.9; FLuc inh: -6.4%; HEK cytotox: 0.4%; 3T3 cytotox: -2.2%; GPT2 inh: -25.0%; SNCA expr inh: 5.0%

What do the screens show for `O=C(COc1ccc(-c2nnc3n2CCCC3)cc1)Nc1ccccc1`?
SNCA viab count: 8.3%; IP6K1 inh: 7.4; FLuc inh: -8.0%; HEK cytotox: -17.6%; 3T3 cytotox: -5.3%; GPT2 inh: 4.7%; SNCA expr inh: -12.6%

Results for N[C@@H]1CC[C@H](C(=O)Nc2ccc(CC(=O)N3CCCC3)cc2)C1 ?
SNCA viab count: 10.7%; IP6K1 inh: -5.8; FLuc inh: 12.9%; HEK cytotox: 2.7%; 3T3 cytotox: 0.8%; GPT2 inh: inactive; SNCA expr inh: -25.9%

Results for CCOc1ccc(-n2nc(CO)c(C(=O)NCc3cccc(OC)c3)n2)cc1 ?
SNCA viab count: -13.1%; IP6K1 inh: 18.6; SNCA expr inh: 81.3%[activator]

Compound activity: PubChem BioAssay, National Center for Advancing Translational Sciences (NCATS)
